IL-1B inflam inh: qHTS for Inhibitors of Inflammasome Signaling: IL-1-beta AlphaLISA Primary Screen; THP-1 LPS/ATP IL-1B secretion, AlphaLISA, 16 h; hits give low values; activity change, % at 57.5 µM; 360,000 compounds, 4.7% hits; in the data active = activity change below about -50%; inconclusive = mostly about -30% to -49%; note: % is set by controls: 0 for no effect and ±100 for the full control effect
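Secreted IL-1B measured by AlphaLISA bead assay after 16 h compound exposure of THP-1 cells; compounds (final up to 57.5 uM) added 1 h before LPS (250 ng/mL) and ATP (1.25 mM) stimulation; lower signal means less secretion.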
HT1080 IDH1KD tx: qHTS for induction of synthetic lethality in tumor cells producing 2HG: qHTS for the HT-1080-IDH1KD cell line. HT-1080 IDH1 knockdown viability, ATP luminescence, 48 h. Potency, µM (highest dose often 46.1 µM), for the others: at the top dose activity, negative = toxicity, most hits filed as cytotoxic. 360,000 compounds, 2% hits;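 note: potency is the fitted concentration of half-maximal effect; 0% = DMSO wells and -100% = cell-free medium wells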
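CellTiter-Glo luminescence after 48 h compound exposure at 37 degrees C of IDH1-knockdown HT-1080 cells in 5% FBS RPMI. %Activity scaled between DMSO wells and cell-free media wells, with curves fitted and assigned curve classes.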
DRD3 agonist: qHTS of D3 Dopamine Receptor Agonist: qHTS. 410,000 compounds, 0.58% hits. AID 652048, 2013. D(3) dopamine receptor (Homo sapiens), P35462. max activation, %. D3R DiscoveRx beta-arrestin cells, luminescence, 90 min; in the data active = max activation above about 30%; note: 0% is about no effect; mostly tested at two doses, the higher about 12 µM
Target sequence (P35462 whole entry, looked up): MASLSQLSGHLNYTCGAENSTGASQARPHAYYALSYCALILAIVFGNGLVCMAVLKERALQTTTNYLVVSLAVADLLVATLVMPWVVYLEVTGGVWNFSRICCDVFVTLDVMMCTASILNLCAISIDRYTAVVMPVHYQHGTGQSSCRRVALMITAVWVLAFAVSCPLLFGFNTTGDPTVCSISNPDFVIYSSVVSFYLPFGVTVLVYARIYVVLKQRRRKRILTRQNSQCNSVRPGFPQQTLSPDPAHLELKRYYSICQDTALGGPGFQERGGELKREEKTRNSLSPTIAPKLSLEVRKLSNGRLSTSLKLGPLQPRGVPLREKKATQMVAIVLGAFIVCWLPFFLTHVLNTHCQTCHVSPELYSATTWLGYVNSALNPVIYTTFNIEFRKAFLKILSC
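Cells at 1500/well, incubated overnight, then treated with pinned compounds (dopamine as control) for 90 min at 37 degrees C. DiscoveRx reagent added for 30 - 60 minutes at room temperature; luminescence read.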
HT1080NT lethal: qHTS for induction of synthetic lethality in tumor cells producing 2HG: qHTS for the HT-1080-NT fibrosarcoma cell line; HT-1080-NT fibrosarcoma viability, CellTiter-Glo ATP luminescence, 48 h; Potency, µM (titrated, usually from 46.1 µM), without a hit: top-dose activity, negative = less viability, actives largely listed as cytotoxic; 360,000 compounds, 1.6% hits;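 note: NT is the 2HG producing partner of a matched IDH1 knockdown line; potency is the fitted concentration of half-maximal effect; 0% = DMSO-treated cells and -100% = media-only wells without cells; nearly all actives have a fitted effect of over 55% in size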
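Compounds were tested in concentration-response format on HT-1080-NT cells for 48 hours at 37 degrees C. Cell viability came from CellTiter-Glo luminescence; curves were classified by r2, response magnitude and activity.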
GLP1R ag: qHTS of GLP-1 Receptor Agonists; Glucagon-like peptide 1 receptor (Homo sapiens), P43220; 380,000 compounds, 0.007% hits; AID 624172, 2012; HEK293 GLP-1R CRE-luciferase, luminescence, 4-6 h; cells express a hypersensitive GLP-1R form; Potency, µM (top dose mostly 45.6 µM), inactives show at the top dose activation, most hits filed as activators; note: potency is the fitted concentration of half-maximal effect; % of control where 0% means no effect
Target sequence (P43220 whole entry, looked up): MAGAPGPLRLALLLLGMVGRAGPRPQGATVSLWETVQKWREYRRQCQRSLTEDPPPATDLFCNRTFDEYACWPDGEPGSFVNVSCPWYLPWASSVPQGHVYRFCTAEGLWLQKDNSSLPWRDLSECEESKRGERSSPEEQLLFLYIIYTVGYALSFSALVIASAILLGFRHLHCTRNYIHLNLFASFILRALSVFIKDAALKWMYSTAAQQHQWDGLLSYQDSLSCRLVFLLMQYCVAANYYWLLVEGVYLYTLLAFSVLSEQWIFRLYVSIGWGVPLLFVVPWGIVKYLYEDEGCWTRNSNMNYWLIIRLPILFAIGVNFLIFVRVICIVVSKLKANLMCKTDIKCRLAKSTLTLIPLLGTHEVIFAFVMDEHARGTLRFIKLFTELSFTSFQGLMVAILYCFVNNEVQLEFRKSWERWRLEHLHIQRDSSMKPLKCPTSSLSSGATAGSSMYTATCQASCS
KB-V1 cytotox: qHTS assay for MDR1-selective chemotherapeutics: Primary screen using the drug-selected MDR subline cells KB-V1; Potency, µM (highest dose often 46.1 µM), for the others: at the highest dose activity change, negative = cytotoxicity, most hits filed as cytotoxic; 400,000 compounds, 3.4% hits; AID 1347076, 2019; KB-V1 MDR cells viability, CellTiter-Glo, 72 h; note: potency is the fitted concentration of half-maximal effect; % is set by controls: 0 for no effect and ±100 for the full control effect; nearly all actives have a fitted effect of over 60% in size
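Cytotoxicity via CellTiter-Glo luminescence after 72 h compound exposure at 37 degrees C. Cells: drug-selected KB-V1 line, DMEM phenol-red free plus 10% FBS. Compounds tested at multiple concentrations; normalized data fitted to concentration-effect curves.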
SW480 rerep: A quantitative high throughput screen for small molecules that induce DNA re-replication in SW480 colon adenocarcinoma cells. SW480 DNA re-replication, Hoechst DNA content imaging, 48 h. 340,000 compounds, 1.8% hits. AID 624297, 2012. Potency, µM (titrated, usually from 46.1 µM), for the others: top-dose re-replication activation, most hits filed as activators; note: potency is the fitted concentration of half-maximal effect; % of control where 0% means no effect; nearly all actives have a fitted effect of over 55% in size
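Quantitative HTS format with DMSO vehicle controls; 48 hr drug incubation at 37 C, then 40 min Hoechst staining and scanning imager measurement at 405 nm excitation.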
D3 antag: qHTS of D3 Dopamine Receptor Antagonist: qHTS; D(3) dopamine receptor (Homo sapiens), P35462; D3R cells, DiscoveRx beta-arrestin luminescence, antagonist mode; hits give low values; max response, negative = inhibition, %; 360,000 compounds, 2.5% hits; AID 652054, 2013; in the data active = max response below about -50%; inconclusive = no clear call, values can overlap the other calls; note: % is set by controls: 0 for no effect and ±100 for the full control effect; mostly tested at two doses, the higher about 12 µM
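Cells expressing the human receptor were seeded at 1500 cells/well, incubated overnight at 37 degrees C in 5% CO2, then exposed to library compounds with dopamine controls for 90 minutes at 37 degrees C before luminescent detection.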
KB-3-1 tox: qHTS assay for MDR1-selective chemotherapeutics: Primary screen using the parental adenocarcinoma cell KB-3-1. KB-3-1 viability, CellTiter-Glo ATP luminescence, 72 h. Potency, µM (series often up to 46.1 µM), for the others: at the highest dose activity change, negative = cytotoxic, actives largely listed as cytotoxic. 400,000 compounds, 1.4% hits. AID 1347075, 2019; note: potency is the fitted concentration of half-maximal effect; % is set by controls: 0 for no effect and ±100 for the full control effect; nearly all actives have a fitted effect of over 60% in size
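Cytotoxicity measured as CellTiter-Glo luminescence after 72 h at 37 C. Compound titrations were pinned onto drug-naive KB-3-1 parental adenocarcinoma cells grown in DMEM with 10% FBS, and normalized data fitted to concentration-response curves.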
Starred values were filed as active, the others as inactive; ? = inconclusive; / = no result given; [ ] = another dose, or the depositor's remark. Unless noted, calls come from the whole dose curve; as a rule, active = well fitted curve in the direction sought with a large enough effect; inconclusive = small, poorly fitted or top-dose-only effect, or another doubt; inactive = no such curve, though single readings can be large; an effect the other way counts as inactive or inconclusive.

SMILES | IL-1B inflam inh | HT1080 IDH1KD tx | DRD3 agonist | HT1080NT lethal | GLP1R ag | KB-V1 cytotox | SW480 rerep | D3 antag | KB-3-1 tox
Cc1ccc(C(=O)COC(=O)c2nc3nccc(C)n3n2)c(C)c1 | 16 | 13% | 5 | 19% | -1% | ? | -3% | 3 | 2%
CN(C)CCCNC(=O)c1cc(C(=O)c2ccccc2F)c[nH]1 | -11 | -6% | -4 | -10% | 7% | 6% | -11% | -22 | -9%
CCC(C(=O)N1CCCC1)n1nc(C)c2c(C)n(-c3ccccc3)nc2c1=O (stereo not given) | 0 | -2% | 0 | 0% | -6% | -10% | 21µM* | 5 | -12%
O=C(c1c(O)c2ccccc2oc1=O)C1CCCCC1 | -8 | ? | 4 | ? | -7% | 15µM* | 7% | 35 | ?
CCCc1cc(=O)[nH]c(SCc2cc(Cl)ccc2OC(F)F)n1 | 12 | -1% | 12 | -20% | 1% | 0% | -3% | 14 | 0%
COc1ccc(C(=O)NNC(=O)c2ccccn2)cc1 | -18 | 18µM* | -1 | 21µM* | -12% | 16% | 9% | -13 | ?
Cc1csc(NC(=O)C2C3C=CC(O3)C2C(=O)O)n1 (stereo not given) | 9 | -3% | -2 | 0% | 2% | -4% | 2% | 15 | -3%
O=C1Nc2ccccc2CCc2ccccc21 | 0 | -1% | -4 | 2% | -1% | ? | -7% | -6 | 16%
CCCn1c(C2CCCN2c2nc(C)cs2)nc2cc(Cl)c(Cl)cc21 (stereo not given) | 1 | -1% | -21 | -2% | 5% | -10% | 3% | 0 | -20%
Cn1/c(=N/N=C/c2ccc(Cl)c([N+](=O)[O-])c2)sc2ccccc21 | 4 | -1% | 1 | -2% | -2% | -17% | -5% | -19 | -7%
CCCc1cc(=O)oc2cc3occ(C)c3cc12 | 2 | -5% | 2 | -1% | 7% | -21% | -2% | 16 | ?
CCCCn1c(N)c(N(CCC(C)C)C(=O)COC(=O)c2cccnc2Cl)c(=O)[nH]c1=O | 0 | 0% | 12 | 0%[9.24 µM] | -5% | 7% | -12% | 9 | 7%
O=C(COc1ccc(F)cc1)N1CCC(c2ccccc2)C1 (stereo not given) | -4 | -2% | -6 | 1% | 5% | -13% | -4% | -20 | 1%
O=C(N/N=C/c1ccc(OC(=O)c2cccc(Br)c2)cc1)c1cccnc1 | -1 | 15% | -3 | -3% | 8% | -15% | 3% | 1 | 3%
CC(C)CC(C(=O)OCC(=O)N1CCN(c2ccccc2)CC1)N1C(=O)c2ccccc2C1=O (stereo not given) | -7 | 0% | -4 | -1% | -3% | 16µM* | -2% | -27 | -1%
COc1ccc(N(C(=O)Cn2nnc3ccccc32)C(C(=O)NC(C)(C)C)c2ccc(OC)c(O)c2)cc1 (stereo not given) | -9 | -9% | 1 | -1% | -2% | 3% | ? | -4 | 1%
CCNC(=O)Cn1c(=O)c2c(ncn2Cc2ccccc2)n(Cc2ccccc2)c1=O | 13 | -29% | -5 | 7% | 2% | 8% | -4% | 7 | 11%
COc1cc(N2C(=O)NC3CC2(C)Oc2ccccc23)cc(OC)c1OC (stereo not given) | 23 | 19% | -1 | 17% | -17% | 18% | -1% | 8 | 9%
O=C(C1CCC(CNc2c(N3CCCCC3)c(=O)c2=O)CC1)N1CCc2ccccc2C1 (stereo not given) | -7 | -10% | -9 | -5% | -1% | -19% | -2% | -25 | ?
CC(C)n1c(=O)c2ccccc2n1CC(=O)N1CCOCC1 | 0 | 2% | -1 | 15% | -3% | 2% | / | 3 | -1%
O=C(Nc1nnc(-c2ccco2)o1)c1ccc(S(=O)(=O)N2CCCCC2)cc1 | 7 | -19% | -1 | -14% | -6% | ? | / | 2 | ?
CCc1ccc(/C=C/c2c([N+](=O)[O-])c(=O)n(C)c(=O)n2C)cc1 | -98* | ? | -7 | ? | -5% | -3% | ? | -11 | 0%
CC(C)CCN1CCN(Cc2ccsc2)CC1CCO (stereo not given) | 41 | 3% | -14 | -5% | -1% | 25% | -16% | 0 | -3%
O=S(=O)(Cc1ccccc1)N1CCCCC1 | 0 | 12% | 6 | 19% | -4% | 13% | -3% | -16 | 20%
CN1CCN(C2CN(Cc3cn(Cc4cccc(C(F)(F)F)c4)nn3)S(=O)(=O)C2)CC1 (stereo not given) | 0 | 24% | -2 | 10% | 5% | 1% | / | -51* | 2%
c1coc(CNc2ncnc3c2oc2ccccc23)c1 | 1 | -12% | 16 | -6% | 4% | ? | -5% | 15 | 5%
COC(=O)c1c(-c2ccc(F)cc2)csc1NC(=O)C1CCCO1 (stereo not given) | -18 | -9% | 1 | -9% | 27% | ? | ? | -6 | 1%
COC(=O)c1sccc1NC(=S)Nc1cc(OC)ccc1OC | 21 | 11% | 12 | ? | -3% | -7% | -17% | 8 | -8%
C/C(=N\NC(N)=S)c1ccccc1 | -10 | -6% | -6 | 1% | 10% | ? | 1% | -15 | ?
C(=C\c1ccccc1)/CN1CCN(C(c2ccnc3ccccc23)c2nnnn2C2CCCC2)CC1 (stereo not given) | -29 | ? | -10 | -29% | -1% | 15µM* | / | -29 | -9%
Cc1cccc(Nc2nc(N)nc(CN3CCC(C(N)=O)CC3)n2)c1C | 8 | 13% | -14 | 13% | -8% | 0% | -3% | -20 | -1%
CCOc1ccc(/C=N/NC(=O)c2ccccc2NC(=O)c2ccc(OC)cc2)cc1 | 18 | -17% | -1 | -22% | -10% | 7% | 12% | 10 | 4%
Cc1nc2ccccc2cc1OCc1ccc(Cl)cc1 | ? | -17% | 0 | -6% | 12% | 1.8µM* | 1% | 27 | 2.6µM*
O=C(CC1Nc2ccccc2NC1=O)NCCCN1CCCCCC1 (stereo not given) | 7 | 1% | -5 | 4% | -9% | 0% | -103%[inhibitor] | -10 | 0%
COc1cc(C(=O)NC(C)CCc2ccccc2)cc(OC)c1OC (stereo not given) | 3 | -5% | -1 | -2% | -1% | -2% | -2% | 15 | -18%
CCOCCCN(C(=O)Cn1nnc(-c2ccc(C)o2)n1)C(C(=O)NCC1CCCO1)c1ccc(F)cc1 (stereo not given) | -13 | 17% | 2 | 1% | 9% | -28% | 2% | 2 | 1%

One compound at a time, from the list above.
Profile of Cc1csc(NC(=O)C2C3C=CC(O3)C2C(=O)O)n1 (stereo not given) = IL-1B inflam inh: 9; HT1080 IDH1KD tx: -3%; DRD3 agonist: -2; HT1080NT lethal: 0%; GLP1R ag: 2%; KB-V1 cytotox: -4%; SW480 rerep: 2%; D3 antag: 15; KB-3-1 tox: -3%
Profile of CCOCCCN(C(=O)Cn1nnc(-c2ccc(C)o2)n1)C(C(=O)NCC1CCCO1)c1ccc(F)cc1 (stereo not given) = IL-1B inflam inh: -13; HT1080 IDH1KD tx: 17%; DRD3 agonist: 2; HT1080NT lethal: 1%; GLP1R ag: 9%; KB-V1 cytotox: -28%; SW480 rerep: 2%; D3 antag: 2; KB-3-1 tox: 1%

Further compounds:
SMILES | IL-1B inflam inh | HT1080 IDH1KD tx | DRD3 agonist | HT1080NT lethal | GLP1R ag | KB-V1 cytotox | SW480 rerep | D3 antag | KB-3-1 tox
CCOc1ccc(CCNC(=O)COC(=O)c2cccnc2OCC)cc1OCC | 21 | -9% | 1 | -3% | 6% | 11% | 0% | 11 | -4%
O=C(NCc1ccccn1)c1n[nH]c2ccccc12 | 21 | 23% | -1 | ? | -2% | 15% | -6% | 3 | 7%
COc1ccccc1C(=O)N/N=C(\C)CC(=O)Nc1ccccc1NC(C)=O | -11 | -4% | -1 | -2% | -7% | -10% | 1% | -16 | -9%
Cc1sc2ncn(CC(=O)NCC3COc4ccccc4O3)c(=O)c2c1S(=O)(=O)N1CCOCC1 (stereo not given) | 19 | 15% | -3 | 18% | -1% | 6% | -5% | 7 | 4%
O=C(COC(=O)[C@H](Cc1ccccc1)NC(=O)c1ccco1)Nc1ccccc1OC(F)F | 1 | 0% | -1 | 5% | 1% | -6% | -2% | -16 | -3%
COc1cccc(CNC(=O)CCCSc2ccccc2)c1 | -11 | 5% | 14 | 6% | 12% | 2% | -1% | 0 | 2%
Cc1ccc(Nc2nc(N)nc(CN3CCN(Cc4ccc5c(c4)OCO5)CC3)n2)c(C)c1 | -23 | -2% | -2 | -22% | -5% | -11% | 2% | ? | -5%
CCN(CC)c1ccc(NS(=O)(=O)c2ccc(OC)cc2)cc1 | 21 | 15% | 3 | 4% | 8% | 18% | -5% | 11 | 13%
COc1cccc2cc(C(=O)NC(C)c3ccccc3)c(=O)oc12 (stereo not given) | 2 | 12% | -10 | 5% | -2% | -15% | 2% | 0 | 15%
CN(CCc1ccccc1)C1CCCN(C(=O)Cn2cccn2)C1 (stereo not given) | 0 | 14% | -6 | 2% | 7% | -4% | 2% | 15 | -4%
Cc1cc(Cl)cc(C)c1OCCCCn1ccnc1 | -26 | ? | -5 | -27% | 11% | ? | -11% | -12 | -25%
O=S1(=O)[C@H]2C[C@@H]3CC[C@]2(CN1Cc1cccc(F)c1)O3 | 13 | 7% | -18 | 3% | 3% | -6% | -3% | 5 | 10%
O=C1/C(=C/c2ccccc2Cl)SC(=S)N1CCC(=O)N1CCCCC1CCO (stereo not given) | ? | -5% | 12 | -5% | -8% | -17% | -5% | 14 | -14%

High-throughput results: PubChem BioAssay, National Center for Advancing Translational Sciences (NCATS)
